Screening data as filed in PubChem.
TMEM16A act: mouse TMEM16A channel activation, primary screen; B-score at 10 µM; Q8BHY3; HEK293 TMEM16A/YFP-H148Q/I152L, iodide quench fluorescence; active compounds read low; hit rate 0.3% among 340,000;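 active = fluorescence-ratio B-score plate-corrected deviation score at least 3 library SD below zero, with starting fluorescence score within 5 deviations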;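 also: channel opened by trigger with iodide after compound preincubation; score built on the fluorescence ratio of max minus min over baseline; more negative score means more quench and so TMEM16A activation or potentiation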
TMEM16A inh: mouse TMEM16A channel inhibition, primary screen; Q8BHY3; HEK293 TMEM16A/YFP iodide influx fluorescence, ionomycin; normalized B-score (activity score, 25-100; higher = stronger inhibition) at 10 µM; hit rate 1.2% among 310,000;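 active = ratio plate-corrected score three or more library SD toward inhibition, starting fluorescence score within five deviations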;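 also: score derived from kinetic fluorescence span divided by baseline fluorescence per well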
MrgX1 agonist: activates human MrgX1 receptor signaling | Q96LB2 | MrgX1-HEK293 cells, Fluo-4 calcium fluorescence, agonist mode; active compounds read high | B-score at 10 µM | hit rate 0.44% among 310,000 | AID 588627;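 active = calcium response B-score plate-corrected fluorescence ratio at least 3 library SD, with starting fluorescence B-score inside 5 SD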
Target sequence (Q96LB2 whole entry, looked up): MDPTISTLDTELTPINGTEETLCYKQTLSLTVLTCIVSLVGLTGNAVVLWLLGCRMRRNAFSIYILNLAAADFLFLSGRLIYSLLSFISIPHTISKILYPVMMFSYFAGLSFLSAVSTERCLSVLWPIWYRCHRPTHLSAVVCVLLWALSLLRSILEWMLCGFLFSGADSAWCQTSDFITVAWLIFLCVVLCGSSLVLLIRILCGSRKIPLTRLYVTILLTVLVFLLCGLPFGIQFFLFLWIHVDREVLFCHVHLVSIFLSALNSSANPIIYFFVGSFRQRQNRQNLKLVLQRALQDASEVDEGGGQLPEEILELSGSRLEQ
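Material – MrgX1-expressing HEK293 cells · Input – 15,000 cells seeded per well · Dosing – compound as first of three additions · Times – overnight seeding, then 1 h dark dye loading · Measured by – kinetic Fluo-4 NW fluorescence of intracellular calcium · Read-out – B-scored fluorescence response ratio · Benchmarks – positive and negative control wells on each plate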
MrgX1 antag: antagonists of human MrgX1 receptor | Q96LB2 | MRGX1-HEK293 calcium flux, Fluo-4, BAM8-22 antagonism; active compounds read low | B-score at 10 µM | hit rate 1.3% among 310,000 | AID 588676;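 active = calcium-response B-score plate-corrected more than 3 library SD below zero, starting fluorescence within 5 deviations, no agonist response on first addition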;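 also: peak minus trough fluorescence over baseline after final BAM8-22 challenge near maximal dose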
TRPC6 act: mouse TRPC6 channel activation; HEK293-TRPC6 membrane potential dye fluorescence; active compounds read high; B-score at 10 µM; hit rate 0.13% among 310,000; Q61143;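 active = B-score of the integrated fluorescence ratio above library mean plus 3 SD, and starting fluorescence ratio within library mean plus 5 SD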;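 also: higher score means more depolarization so channel activation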
MrgX1 PAM: allosterically activates human MrgX1 receptor signaling; hit rate 0.63% among 310,000; MrgX1-HEK293, Fluo-4 calcium flux, FDSS; active compounds read high; Q96LB2; B-score at 10 µM;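 active = plate-corrected calcium response at least 3 library SD above typical, normal starting fluorescence, not activating the receptor alone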;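 also: compound read alongside a low EC10 to EC30 dose of BAM8-22 agonist; peak minus trough fluorescence over baseline measured at the second addition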
TRPC6 inh: blocks the mouse TRPC6 cation channel. Q61143. HEK293-TRPC6, membrane potential dye, ACh-evoked depolarization; active compounds read low. B-score at 10 µM. hit rate 1.1% among 310,000;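 active = B-score under library mean minus 3 SD, initial fluorescence not abnormally high, positive integrated signal ratio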;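 also: B-score derived from integrated fluorescence ratio over the kinetic read; more negative B-score means stronger inhibition of depolarization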
TRPC4 act: TRPC4 (mouse) channel activation; Q9QUQ5; HEK293 TRPC4beta/mu-opioid, Fluo4 calcium fluorescence; active compounds read high; B-score at 10 µM; hit rate 0.49% among 310,000;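 active = B-score above 5 SD of library B-scores, and initial fluorescence ratio not above library mean plus 5 SD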;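 also: positive B-score marks a calcium rise read as TRPC4 activation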
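system = HEK293 cells stably co-expressing mouse TRPC4beta and mu-opioid receptor | schedule = Fluo4 dye loading 45 min at room temperature, 110 s recording | measure = B-scored integrated calcium fluorescence ratio | signal = Fluo4 calcium-sensitive dye fluorescence, kinetic, 1 Hz baseline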
TRPC4 block: inhibitors of mouse TRPC4 channel | Q9QUQ5 | HEK293 TRPC4beta/mu-opioid, DAMGO-evoked Fluo4 calcium flux; active compounds read low | B-score at 10 µM | hit rate 0.39% among 300,000 | AID 2247;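 active = B-score over 3 SD under the library average, no early fluorescence shift, positive overall ratio signal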
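test system = HEK293 cells with stable TRPC4beta plus mu-opioid receptor expression | detection = Fluo4 Ca2+ flux fluorescence | read-out = integrated fluorescence ratio relative to baseline, converted to per-well B score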
SKKanGAS inh: blocks kanamycin growth of S. pyogenes SKKanGAS strain; AID 1662; hit rate 1.3% among 300,000; inhibition, % at 7.5 µM; BacTiter-Glo, 6 h;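 active = mean replicate score, as percent of positive control median, at least 50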;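 also: strain carries kanamycin resistance gene driven by streptokinase promoter and grows in 40 µg/ml kanamycin; loss of luminescence reflects streptokinase promoter inhibition or plain growth inhibition; 0% = median of DMSO wells and 100% = positive control at its reference dose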
TRPC4 potent: allosteric potentiators of mouse TRPC4 channel; B-score at 10 µM; HEK293 TRPC4beta/mu-opioid, DAMGO EC20, Fluo-4 Ca2+ flux; active compounds read high; hit rate 0.42% among 310,000; Q9QUQ5;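 active = B-score of calcium response area above 5 SD of library B-scores, with initial fluorescence ratio within 5 SD of library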;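 also: B-score of integrated fluorescence ratio over time as area under calcium response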
* marks the source's active call; other numbers are inactive results; i = inactive; · = not tested or not shown. This is a random part of the collection; 6.7% or so of the library scored in one or more.

Below each compound – TMEM16A act	TMEM16A inh	MrgX1 agonist	MrgX1 antag	TRPC6 act	MrgX1 PAM	TRPC6 inh	TRPC4 act	TRPC4 block	SKKanGAS inh	TRPC4 potent
- Cc1noc(C)c1CSc1ccccc1C(=O)OC(C)C(N)=O (stereo unspecified)
 : i	i	i	i	i	i	i	i	i	-4	i
- CC(=O)N1CCC2(CC1)C/C(=N\NC(=S)Nc1ccc(C)cc1)c1cc(O)ccc1O2
 : i	i	i	i	i	i	i	i	i	9	i
- Cc1cc(-c2nc(C)c(C(=O)NNS(=O)(=O)c3ccc(Cl)cc3Cl)s2)no1
 : i	i	i	i	i	i	i	i	i	3	i
- CCOC(=O)c1ccccc1NC(=S)N1CCCCC1
 : i	i	i	i	i	i	i	i	i	1	i
- CS(=O)(=O)c1nc(S(=O)(=O)c2ccc(Cl)cc2)c(N2CCC(C(N)=O)CC2)s1
 : i	i	i	i	i	i	i	i	i	6	i
- Cc1cccc(CS(=O)(=O)Cc2ccc(C(=O)NCc3ccccc3)o2)c1
 : i	i	i	i	i	i	i	i	i	-12	i
- COc1cc2cc(C(c3nnnn3C3CCCC3)N3CCCCCC3)c(=O)[nH]c2cc1OC (stereo unspecified)
 : i	i	i	i	i	i	i	i	i	3	i
- O=C(O)c1ccc(-n2c(O)c(C=C3N=c4ccccc4=N3)sc2=S)cc1
 : i	i	i	i	i	i	i	i	i	15	i
- CCOc1ccc2[nH]cc(-c3csc(N)n3)c2c1
 : i	i	i	i	i	i	i	i	i	15	i
- Cc1cc(C)cc(NC(=S)N(CCN(C)C)C(C)c2cccnc2)c1 (stereo unspecified)
 : i	i	i	i	i	i	i	i	i	-4	i
- O=C(CSc1nnc(-c2ccc(OC(F)F)cc2)o1)N1CCOCC1
 : i	i	i	i	i	i	i	i	i	0	i
- CCc1ccc(NC(=O)NCc2ccc3c(c2)OCO3)cc1
 : i	i	i	i	i	i	i	i	i	-2	i
- C/C(CC(=O)Nc1cccc(Cl)c1C)=N\NC(=O)Cc1csc(N)n1
 : i	i	i	i	i	i	i	i	i	-6	i
- CCc1ccc(C(=O)COC(=O)c2cccnc2Cl)cc1
 : i	i	i	i	i	i	i	i	i	-2	i
- O=c1oc2ccccc2n1Cc1cccc(Cl)c1
 : i	i	i	i	i	i	i	i	i	7	i
- O=c1c2ccccc2nc2n1C(CSCc1cccc(C(F)(F)F)c1)CS2 (stereo unspecified)
 : i	i	i	i	i	i	i	i	i	5	i
- O=C(O)CC(C(=O)OC1CCCCC1)N1CCOCC1 (stereo unspecified)
 : i	i	i	i	i	i	i	i	i	-4	i
- COc1ccc(-c2cn(-c3ccc(C)cc3C)c(=S)[nH]2)cc1OC
 : i	i	i	i	i	i	i	i	i	1	i
- COc1ccc(CCNC(=O)/C(C#N)=C2\N=C(NC(=O)c3cccs3)c3ccccc32)cc1
 : i	i	i	i	i	i	i	i	i	4	i
- Cc1nnsc1C(=O)NNc1ccc(C(C)(C)C)cc1
 : i	i	i	i	i	i	i	i	i	23	i
- COC1CCCN(C(=O)c2cccc(OC3CCN(S(C)(=O)=O)CC3)c2)C1 (stereo unspecified)
 : i	i	i	i	i	i	i	i	i	1	i
- Cc1cc(C)c(C(=O)N2CCCC(CNS(=O)(=O)N(C)C)C2)o1 (stereo unspecified)
 : i	i	i	i	i	i	i	i	i	0	i
- CCC(C)[C@H](NC(=O)Nc1cccc(Br)c1)C(=O)OC (stereo partly specified)
 : i	i	i	i	i	i	i	i	i	16	i
- Cc1cc(C(=O)CSc2n[nH]c(N)n2)c(C)n1-c1ccccc1
 : i	i	i	i	i	i	i	i	i	4	i
- COc1cc(C(=S)N2CCOCC2)ccc1OC(=O)c1ccccc1[N+](=O)[O-]
 : i	i	i	i	i	i	i	i	i	1	i
- Cc1cccc(NC(=O)CCN2CCC(C)CC2)c1
 : i	i	i	i	i	i	i	i	i	4	i
- O=C(CCNc1n[nH]c(=O)[nH]c1=O)N/N=C/c1ccc(C(F)(F)F)cc1
 : i	i	i	i	i	i	i	i	i	8	i
- CCOCCCNC(=O)C1CCN(c2cc(C)nc3c(-c4ccc(OC)c(OC)c4)c(C)nn23)CC1
 : i	i	i	i	i	i	i	i	i	20	i
- Cc1ccc(NC(=O)c2cc3ccccc3oc2=N)cc1
 : i	i	i	i	i	i	i	i	i	11	i
- Cc1ccc(C(=O)Nc2ccccc2C(=O)Nc2ccccn2)cc1Cl
 : i	i	i	i	i	i	i	i	i	13	i
- CN(C)CCCN(C(=O)c1ccc(S(=O)(=O)N2CCOCC2)cc1)c1nc2ccc(F)cc2s1
 : i	i	i	i	i	i	i	57*	i	-3	i
- COc1cccc(OC)c1C(=O)NNS(=O)(=O)c1ccc2ccccc2c1
 : i	i	i	i	i	i	i	i	i	·	i
- COCc1cc(=O)[nH]c(-c2csc(C)n2)n1
 : i	i	i	i	i	i	i	i	i	9	i
- COc1cc(C2C(C(=O)c3ccc(C)o3)=C(O)C(=O)N2CCCn2ccnc2)cc(OC)c1OC (stereo unspecified)
 : i	i	i	i	i	i	i	i	i	2	i
- COC(=O)CCCCCN1C(=O)NC(c2ccccc2)C(C(=O)OCc2ccccc2)=C1C (stereo unspecified)
 : i	25*	i	i	i	i	i	i	i	1	i
- COc1ccc(S(=O)(=O)N(CC(=O)NC2CC2)C2CCCCC2)cc1Cl
 : i	i	i	i	i	i	i	i	i	-1	i
- O=c1oc(Cc2ccccc2)nc2ccccc12
 : i	i	i	i	i	i	i	i	i	1	i
- CCOC(=O)C1=C(COC(=O)/C=C/c2cccc(OC)c2OC)NC(=O)NC1C (stereo unspecified)
 : i	i	i	i	i	i	i	i	i	21	i
- CC(CN1C(C)CCCC1C)OC(=O)c1ccc(Cl)cc1 (stereo unspecified)
 : i	i	i	i	i	i	i	i	i	14	i
- CCN(c1nc(C)cc(OC)n1)S(=O)(=O)c1ccccc1
 : i	i	i	i	i	i	i	i	i	4	i
- CCOc1ccc(S(=O)(=O)Nc2ccc(C(=O)NCCCN3CCCC3=O)cc2)cc1
 : i	i	i	-9*	i	i	i	i	i	-8	i
- O=C(O)c1ccc(S(=O)(=O)c2ccccc2C(=O)O)c([N+](=O)[O-])c1
 : i	i	i	i	i	i	i	i	i	2	i
- CCOC(=O)C1=C(CN2CCN(C(=O)c3ccco3)CC2)NC(=O)NC1c1ccc(F)cc1 (stereo unspecified)
 : i	i	i	i	i	i	i	i	i	7	i
- CC(C)S(=O)(=O)c1csc(NC(=O)Nc2cc(Cl)ccc2Cl)c1Cl
 : i	i	i	i	i	i	i	i	i	58*	i
- COc1ccc(CCNC(=O)C(=O)c2cn(CC(=O)N3CCOCC3)c3ccccc23)cc1
 : i	i	i	i	i	i	i	i	i	-3	i
- Cc1ccc(S(=O)(=O)Nc2ccccc2-c2ccccc2NS(=O)(=O)c2ccc(C)cc2)cc1
 : i	100*	i	i	i	i	i	i	i	24	i
- COc1ccccc1N1CCN(CC(=O)c2c(C)[nH]c3cc(C)ccc23)CC1
 : i	i	i	i	i	i	i	i	i	4	i
- CC(C)CN1C(=O)/C(=C/c2ccco2)NC1=S
 : i	i	i	i	i	i	i	i	i	-6	i
- CCC(=O)N1CCN(c2cc(N3CCCC3)c(F)cc2[N+](=O)[O-])CC1
 : i	i	i	i	i	i	i	i	i	-1	i
- COCCCNC(=O)CN1CCN(Cc2ccc(Cl)cc2)C1=O
 : i	i	i	i	i	i	i	i	i	-7	i
- CC1CCCC(C)N1CC(O)COCc1ccccc1F (stereo unspecified)
 : i	i	i	i	i	i	i	i	i	-6	i
- CCc1nnc(NC(=O)c2ccc(S(=O)(=O)N3CCc4ccccc4C3)cc2)s1
 : i	i	i	i	i	i	i	i	i	11	i
- O=C(Nc1nc2ccccc2[nH]1)C1CCCO1 (stereo unspecified)
 : i	i	i	i	i	i	i	i	i	-5	i
- O=C(O)c1ccc(/C=C2\COc3ccccc3C2=O)cc1
 : i	i	i	i	i	i	i	i	i	-9	i
- CC(=O)c1ccc(-n2c(CCC(=O)O)ccc2-c2ccc(Br)cc2)cc1
 : i	i	i	i	i	i	i	i	i	8	i
- COc1cccc(NC(=O)CSc2nc3n[nH]c(C)c3c(=N)n2-c2cccc(OC)c2)c1
 : i	i	i	i	i	i	i	i	i	19	i
- O=C(Nc1ccc2c(c1)OCCO2)c1ccncc1
 : i	i	i	i	i	i	i	i	i	-5	i
- COC(=O)C1=C(C)OC(N)=C(C#N)C1c1cccnc1 (stereo unspecified)
 : i	i	i	i	i	i	i	i	i	2	i
- CC(C)C(=O)Nc1ccc(C(=O)NNC(=O)c2ccco2)cc1
 : i	i	i	i	i	i	i	i	i	-13	i
- CCOc1ccc(C(=O)O/N=C(\N)c2ccc([N+](=O)[O-])cc2)cc1OCC
 : i	i	i	i	i	i	i	i	i	-1	i

The list goes on.
Below each compound – TMEM16A act	TMEM16A inh	MrgX1 agonist	MrgX1 antag	TRPC6 act	MrgX1 PAM	TRPC6 inh	TRPC4 act	TRPC4 block	SKKanGAS inh	TRPC4 potent
- O=c1cc(N2CCCCC2)c(-c2ccccc2)nn1Cc1ccc(Cl)cc1Cl
 : i	i	i	i	i	i	i	i	i	105*	i
- O=C(OCC(=O)N1CCCC1)c1c(Cl)cccc1Cl
 : i	i	i	i	i	i	i	i	i	14	i
- O=C(NCCS(=O)(=O)N1CCN(c2ccc(F)cc2)CC1)c1ccc(Br)o1
 : i	i	i	i	i	i	i	i	i	12	i
- COc1ccc(NC(=O)c2nnn(CC(=O)Nc3ccc4c(c3)OCO4)c2N)c(OC)c1
 : i	i	i	i	i	i	i	i	i	7	i
- CCCNc1c(N)n(-c2ccccc2)c(=O)[nH]c1=O
 : i	i	i	i	i	i	i	i	i	1	i
- COc1ccc(CCNC(=O)c2ccc3c(c2)OCCO3)cc1
 : i	i	i	i	i	i	i	i	i	9	i
